XIAP displacement – XIAP antagonists, biochemical, IAP family, fluorescence polarization (AID 1018); XIAP BIR domain, fluorescence polarization peptide displacement; higher % means a stronger effect; displacement, % at 20 µM, or IC50 in µM where a hit was titrated; E3 ubiquitin-protein ligase XIAP (Homo sapiens); 0.007% of 200,000 active; in the data active = displacement above about 50%; note: a part of the inactive calls stands beside numbers as strong as those of hits
RSV CPE inhibition – RSV antiviral activity via CPE protection, HEp-2 cells, primary 10 µM value included (AID 2391); HEp-2 cells, RSV-induced CPE inhibition; higher % means a stronger effect; one-dose CPE inhibition, % at 10 µM; IC50 in µM for titrated hits; 0.13% of 310,000 active; in the data active = a potency from the dose series; inconclusive = CPE inhibition mostly from about 23% at the one dose, without a potency; inactive = the rest, 99 in 100 with CPE inhibition below about 21%; note: strong numbers were not always called active
Yfh1-off respiration – enhancers of respiration in Yfh1-depleted yeast, dose response, Friedreich's ataxia, plus single-dose screen (AID 1465); S. cerevisiae Yfh1-off respiration, WST-1 reduction, 72 h; higher fold induction means a stronger effect; fold induction at 50 µM; hits with a dose series show EC50 in µM; 0.074% of 220,000 active;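 active = fold induction of absorbance versus untreated yeast above a set limit, then at least 30% activation at any dose in follow-up; inconclusive = repeats straddling the limit, or above it without dose testing; inactive = fold induction below the set limit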;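 note: activators that raise dye reduction in frataxin-depleted yeast; strong numbers were not always called active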
WT yeast gro inh – growth inhibition of WT strain, primary screen, mitochondrial fusion inhibitor project, WT and mutant strains, chemical genetic. mitochondrial fusion phenotypic screen. 2.1% of 190,000 active. inhibition, % at 10 µM; in the data active = inhibition above about 58%; tested in S. cerevisiae
UTI89 phage lysis – inhibition of K1F phage lysis, E. coli UTI89, bacterial capsule biogenesis inhibitors, alamar blue (AID 488966); E. coli UTI89 K1F phage lysis, alamar blue, 2 h; higher % means a stronger effect; inhibition, % at 100 µM; hits with a dose series show IC50 in µM; 0.02% of 340,000 active;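 active = phage lysis inhibition, versus mean bacterial control, above a set limit; inconclusive = no clear call, values can overlap the other calls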;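 note: capsule biogenesis inhibitors block K1F phage lysis so surviving cells raise fluorescence; higher fluorescence means more inhibition of phage lysis; actives were called in the ten point dose series up to 300 µM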
SV40 large T antigen – SV40 large T antigen inhibitors, biochemical (AID 1903). SV40 large T antigen ATPase/helicase inhibition assay; higher % means a stronger effect. inhibition, % at 20 µM, or IC50 in µM where a hit was titrated. 0.39% of 310,000 active; in the data active = a potency from the dose series; inconclusive = inhibition mostly from about 32% at the one dose, without a potency; inactive = the rest, 99 in 100 with inhibition below about 32%; note: strong numbers were not always called active
Dengue-2 NS5 capping – Dengue-2 NS5 methyltransferase inhibitors, primary screen, biochemical, confirmation dose response (AID 588689) | one-dose inhibition, % at 25 µM; IC50 in µM for titrated hits | 0.3% of 340,000 active | Genome polyprotein (Dengue virus type 2 (strain 16681-PDK53)) | Dengue-2 NS5 methyltransferase capping enzyme assay, biochemical; higher % means a stronger effect; in the data active = a potency from the dose series; inconclusive = inhibition above about 29% without an active follow-up result
CSM14.1 death rescue – rescue of cells from ER stress-induced death, primary screen, 384-well, CSM14.1, thapsigargin, ATP luminescence (AID 1222) | CSM14.1 thapsigargin-induced death rescue, ATP luminescence; higher % means a stronger effect | cellular ATP content (survival), % at 20 µM; hits with a dose series show EC50 in µM | 190,000 tested, under 10 active;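 active = EC50 below 50 µM in the dose-response confirmation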;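 note: death triggered by thapsigargin at about 15 µM added after 2 h compound pretreatment; cell ATP read after overnight thapsigargin exposure of roughly 18 to 22 hours; normalized against plate controls of thapsigargin alone and 5% DMSO vehicle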
West Nile virus CPE – West Nile virus antiviral activity, cell-based, CPE readout (AID 1621) | 0.02% of 290,000 active | West Nile virus-infected cells, CPE inhibition; higher % means a stronger effect | one-dose CPE inhibition, % at 10 µM; IC50 in µM for titrated hits; in the data active = a potency from the dose series; inconclusive = CPE inhibition mostly from about 3.7% at the one dose, without a potency; inactive = the rest, 99 in 100 with CPE inhibition below about 2.2%; note: strong numbers were not always called active
WT yeast gro inh mutant strain – further read-out of WT yeast gro inh, marked with its call; inhibition, %; mitochondrial fusion phenotypic screen, mutant strain inhibition
Dengue-2 NS5 capping pilot replicate – second read-out of Dengue-2 NS5 capping, no call of its own (marks repeat the call); inhibition, %; measured here: pilot screen replicate inhibition
Active calls of the source: *; i = inactive; ? = inconclusive; · = not tested or not shown; [ ] = dose if it differs, or a comment.

SMILES | XIAP displacement | RSV CPE inhibition | Yfh1-off respiration | WT yeast gro inh | WT yeast gro inh mutant strain | UTI89 phage lysis | SV40 large T antigen | Dengue-2 NS5 capping | CSM14.1 death rescue | West Nile virus CPE | others
COc1ccc(-c2noc(=O)n2Cc2ccc(C#N)cc2)cc1 | · | 3.2% | · | · | · | 0.3% | 5% | -7% | · | -1.3% | Dengue-2 NS5 capping pilot replicate=2.1
O=C(CCn1nc(-c2ccc(Cl)cc2)c2ccccc2c1=O)NN1CCOCC1 | · | 2.3% | i | · | · | · | 10% | · | · | -0.2%
COc1ccc2[nH]c3nc(SCC(=O)Nc4cccc(NC(C)=O)c4)nnc3c2c1 | · | 2.5% | · | · | · | 0.2% | 10% | 1% | · | -0.4%
COC(=O)c1sc(S(=O)(=O)NCCCN(C)C)c(C(=O)OC)c1C | -2.2% | 3.7% | i | · | · | 0.0% | 4% | -7% | 1.6% | 0.6%
Cc1ccc(S(=O)(=O)N(C)c2ccc(OCC(=O)NCc3ccco3)cc2)cc1 | -3.7% | 0.4% | i | 9 | 9 | -0.1% | 3% | 5% | -1.8% | 0.1%
CCCNC(=O)c1ccc(Cl)cc1Cl | · | 1.1% | i | · | · | 0.6% | 4% | -3% | · | -0.2%
Cc1cccc(-c2ncc(CN3CCC(CO)(CCCc4ccccc4)CC3)cn2)c1 | -6.2% | 0.1% | i | 85* | 70* | -0.1% | 6% | -4% | -2.5% | -1.1%
CC(=O)c1cc(NC(=O)c2ccccc2)c(=O)oc1C | -10% | 0.3% | i | -5 | -3 | 1.2% | 6% | -4% | -0.6% | -0.3%
CC1=C(C(=O)OC(C)C)C(c2cccnc2)C2=C(CCCC2=O)N1 (stereo not drawn) | -4.2% | 4.5% | i | 12 | 10 | 0.8%[50 µM] | 1% | 7% | -1.0% | -0.6%
CCOC(=O)N1CCN(CC(O)COc2ccc3c(c2)CCC3)CC1 (stereo not drawn) | · | 0.8% | · | · | · | 0.1% | 4% | -1% | · | -0.2%
CC(=NC(C)C)C1=C(O)C(C)OC1=O (stereo not drawn) | -0.6% | 1.2% | i | -1 | 5 | 1.2% | 4% | -4% | -2.4% | 0.4%
Cc1ccc(-c2nn3c(C)nnc3c3ccccc23)cc1S(=O)(=O)N1CCN(CCO)CC1 | -4.8% | 1.7% | i | 9 | 18 | 0.8% | 4% | -3% | 5.3% | 1.2%
Cn1cc([N+](=O)[O-])c(C(=O)NNC(=O)c2ccc([N+](=O)[O-])cc2)n1 | -2.5% | 1.7% | i | -5 | -2 | -0.4% | 5% | -14% | -0.2% | 1.6%
CN(C)c1ccc(N=c2sc3ccccc3n2C)cc1 | -5.1% | -0.7% | i | 36 | 39 | 1.3% | 11µM* | 19% | -4.6% | 0.0%
COc1ccc(NC2CCCN(C(=O)CCN3CCCC3=O)C2)cc1 (stereo not drawn) | · | 0.7% | · | · | · | -0.1% | ? | 2% | · | -0.2%
Cn1cnnc1Sc1ccc(S(C)(=O)=O)cc1[N+](=O)[O-] | -9.7% | -1.0% | i | -18 | 8 | 0.1% | 7% | -3% | -1.0% | -0.3%
N#Cc1nc(-c2cccs2)oc1NCCCN1CCOCC1 | -0.7% | -1.5% | i | 3 | 2 | 0.9% | -10% | -1% | -1.8% | 0.8%
Cn1c(=O)n(Cc2ccc(F)cc2)c(=O)c2c1nc1n2CCCN1C1CCCCC1 | -4.2% | 19% | i | 22 | 29 | -0.6% | 2% | 5% | 0.7% | -0.5%
O=C(c1cc(COc2ccc(F)cc2Cl)on1)N1CCc2sccc2C1 | · | 4.7% | · | · | · | 0.3% | 18% | 2% | · | 0.2%
COc1ccccc1N1CCN(c2nc(-c3ccccc3)cc(C(F)(F)F)n2)CC1 | -2.3% | 3.3% | i | -17 | -10 | 0.1% | 1% | -12% | -1.3% | 0.2%
Cc1cc(C)c(OCC(=O)Nc2nc(-c3ccccn3)cs2)c(C)c1 | -1.7% | -2.4% | i | 69 | 71 | 0.4% | 7% | -9% | -12% | -1.5%
Cc1ccc(S(=O)(=O)N2CCN(C(=O)CSc3nc4ccccc4c(=O)[nH]3)CC2)c(C)c1 | -4.5% | 4.9% | i | -5 | 1 | 1.5% | 5% | -1% | -1.8% | 0.7%
CN1CCN(Cc2c(C(=O)N3CCc4ccccc4C3)nc3ccc(Cl)cn23)CC1 | · | -2.2% | · | · | · | 0.2% | 8% | ? | · | -0.8%
COC(=O)c1c(NC(=O)CSc2nnnn2-c2ccccc2)sc2c1CCCC2 | 3.7% | 6.6% | i | 1 | 8 | 0.1% | 0% | 0% | 3.9% | -0.1%
CC1CCc2c(sc(NC(=O)Cn3nc(C(F)(F)F)c4c3CCCCC4)c2C#N)C1 (stereo not drawn) | -6.6% | 1.4% | i | 13 | 1 | 0.0% | 9% | -2% | -1.5% | -1.1%
O=C(c1ccc(N2CCCCC2)c([N+](=O)[O-])c1)N1CCN(c2ccccn2)CC1 | -6.4% | 8.3% | i | 30 | 15 | 0.2%[50 µM] | 5% | 6% | 0.8% | -0.8%
Nc1nc(CSc2nc3ccccc3s2)nc(N2CCOCC2)n1 | 2.4% | -1.1% | i | -6 | 0 | -0.1% | 1% | · | -1.5% | -0.6%
Cc1cc(C)c(NC(=O)Cc2ccc(-n3cccc3)cc2)c(C)c1 | -10% | 0.7% | i | -7 | -36 | 4.2% | 3% | -1% | 6.0% | -0.4%
COc1ccc(NC(=O)C2=C(C)NC(=O)NC2c2ccccc2[N+](=O)[O-])cc1 (stereo not drawn) | · | -0.4% | i | · | · | 0.2% | 8% | 7% | · | 1.5%
COc1ccc(N(C(=O)COc2ccccc2)C2C=CS(=O)(=O)C2)cc1 (stereo not drawn) | -2.7% | 2.3% | i | -5 | -2 | 0.4% | 1% | -1% | · | 0.1%
COc1cc(NC(=O)C2CCCN(S(=O)(=O)c3ccc4c(c3)oc(=O)n4C)C2)cc(OC)c1 (stereo not drawn) | -1.7% | 1.0% | i | 1 | -7 | -1.4% | 1% | -1% | -0.8% | 0.2%
COc1cc(N)n(S(=O)(=O)c2ccc(C)cc2)n1 | -4.1% | -0.5% | i | -1 | 8 | 1.3% | 3% | -5% | 0.0% | -0.1%
Cc1cc(C)cc(NS(=O)(=O)c2ccc3oc(=O)ccc3c2)c1 | -4.8% | 0.5% | i | -4 | 4 | 2.5% | 11% | -7% | 0.6% | -1.3%
Cc1cc(NC(=O)Cn2cnc3c(nnn3-c3ccc(C)c(Cl)c3)c2=O)no1 | -2.8% | -0.4% | i | 3 | 3 | 0.5% | 10% | -7% | -1.2% | 0.7%
CCOC(=O)Cc1csc(SCC(=O)c2c(N)n(CC(C)C)c(=O)n(C)c2=O)n1 | -3.9% | 1.5% | · | 17 | 5 | 0.2% | 4% | -10% | 0.7% | ·
CCOc1ccccc1Nc1nnc(SCC(=O)NC(=O)c2cccn2C)s1 | 0.4% | 0.8% | i | 9 | 3 | 0.3% | -1% | -6% | 4.1% | 0.1%
COc1ccc(/C(O)=C2/C(=O)C(=O)N(c3ccccn3)C2c2ccc(F)cc2)cc1 (stereo not drawn) | · | 1.7% | · | · | · | -0.2%[50 µM] | 1% | -1% | · | -0.5%
COc1cccc(COC(=O)c2nn(-c3ccccc3)nc2N)c1 | -1.7% | 4.0% | i | 7 | 8 | 0.3% | 2% | 2% | -0.7% | 0.1%
COc1ccc(NC(=O)c2ccc3nc(C)sc3c2)cc1 | · | 4.0% | · | · | · | 0.5% | 8% | -9% | · | 0.3%
Cn1c(SCc2cccc(Br)c2)nc2c1c(=O)[nH]c(=O)n2C | · | 3.9% | · | · | · | -0.1% | 22% | -10% | · | -0.6%
COc1ccc(/C=C2\SC(=O)N(CC(=O)NNC(=O)c3ccccc3O)C2=O)cc1OC | -10% | 0.9% | i | -2 | 6 | 8.4% | 6% | 2% | -1.0% | -0.3%
Cc1ccc(S(=O)(=O)N2CCN(c3ccc(C(F)(F)F)cc3[N+](=O)[O-])CC2)cc1 | -12% | 3.0% | i | 33 | 8 | 0.3% | 17% | -6% | 1.2% | -1.6%
Cc1cccc(C(=O)NNC(=O)CCC(=O)Nc2cccc(Cl)c2C)c1 | -9.9% | 1.0% | · | -7 | -4 | 1.3% | 5% | 1% | 0.1% | ·
CCCc1nc(SCC(=O)N2CCCC2)c2c(=O)n(C)c(=O)n(C)c2n1 | · | 0.4% | · | · | · | 0.2% | -7% | -5% | · | -0.3%
O=C(Nc1ccc(NC(=O)c2sc3ccccc3c2Cl)cc1)c1ccco1 | -5.2% | -0.5% | i | -29 | -24 | 2.6% | 6% | -4% | -4.5% | -0.3%
CN(C(=O)CSc1nncn1C)C1CCCN(Cc2ccccc2F)C1 (stereo not drawn) | · | 1.5% | · | · | · | -0.2% | 27% | -6% | · | -0.3%
O=C(NC1CCCCC1)c1ccc(CNc2c(N3CCOCC3)c(=O)c2=O)cc1 | -3.1% | 0.5% | i | -6 | -8 | 0.0% | 1% | -6% | 1.1% | 0.9%
CC1Cc2ccccc2N1C(=O)CSc1nnc(CSc2ncccn2)n1C (stereo not drawn) | -4.7% | 0.7% | i | -2 | 3 | 2.2% | -4% | -1% | 1.3% | -0.8%

Compound activity from PubChem.
